mIDH1 inhibitor – inhibitors of human mutant IDH1 R132H. IDH1-R132H enzyme, NADPH consumption, diaphorase/resazurin fluorescence. Potency, µM (series often up to 76.6 µM), inactives show top-dose activity change, negative = inhibition, most hits filed as inhibitors. actives 0.093% (n = 390,000); also: potency is read from the fitted curve at half-maximal effect; % is scaled to controls: 0 for no effect and ±100 for the full control effect; nearly all actives have a fitted effect of over 65% in size
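IDH1-R132H (0.5 ug/mL) preincubated 30 min with compound, then NADPH (0.016 mM) and alpha-KG (2 mM) added; 80 min at RT, pH 7.5. Remaining NADPH coupled via diaphorase/resazurin to fluorescence (540/590 nm); concentration-response curves normalized to no-enzyme control.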
PI4K2A block – PI4K2A (human) kinase inhibition | purified PI4K2A, ADP-Glo luminescence, 1 h; stronger effect = lower value | actives 0.13% (n = 420,000) | AID 1346378 | activity change, negative = inhibition, % at 76.9 µM; in the data active = activity change below about -50%; inconclusive = mostly about -30% to -49%;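 also: -100% = wells without enzyme as full effect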
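ADP-Glo luminescence measured ADP generated by PI4K2A enzyme (4 ug/mL before mixing) with 1.2 mM PI substrate (pre-mix) and 300 microM ATP (pre-mix). Tris pH7.5 buffer with MgCl2, Triton X-100; 1 h reaction at ambient temperature.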
rTrxR1 inhibitor – inhibitors of rat thioredoxin reductase 1; O89049; recombinant rTrxR1, NADPH fluorescence consumption, selenite substrate; Potency, µM (series often up to 114 µM), for the others: at the top dose activity change, negative = inhibition, most hits filed as inhibitors; actives 1% (n = 390,000); also: potency is read from the fitted curve at half-maximal effect; % is scaled to controls: 0 for no effect and ±100 for the full control effect; nearly all actives have a fitted effect of over 65% in size
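Rat TrxR1 (90 nM in the dispensed reagent) was pre-reduced with 400 uM NADPH for 5 min at room temperature, then incubated with compound for 15 min. After 400 uM selenite was added, NADPH fluorescence (Ex 340/Em 450 nm) was followed for 8 min.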
USP1 inh – blocks the human USP1/UAF1 deubiquitinase complex; recombinant USP1/UAF1, Ub-Rhodamine cleavage fluorescence; Potency, µM (highest dose often 57.1 µM), for the others: top-dose activity change, negative = inhibition, actives largely listed as inhibitors; actives 0.23% (n = 390,000); also: potency is read from the fitted curve at half-maximal effect; % is scaled to controls: 0 for no effect and ±100 for the full control effect; nearly all actives have a fitted effect of over 60% in size; inactives centre near -12
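1 nM enzyme complex + cpd, 15 min RT; start with Ub-Rho 150nM final; kinetic fluorescence ex 480/em 540, 6 reads q60 s. Buffer 50mM HEPES pH 7.8, 0.5mM EDTA, 0.1 mg/ml BSA, 1mM TCEP, 0.01% Tween-20.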
Tb PGK inh – T. brucei PGK inhibition; P07378; PGK/GAPDH coupled, Kinase-Glo luminescence, 60 min; Potency, µM (doses to about 57.5 µM), for inactives: at the highest dose activity change, negative = inhibition, usual class: inhibitors; actives 0.043% (n = 380,000); also: potency is read from the fitted curve at half-maximal effect; % is scaled to controls: 0 for no effect and ±100 for the full control effect; nearly all actives have a fitted effect of over 60% in size
Target sequence (P07378 whole entry, looked up): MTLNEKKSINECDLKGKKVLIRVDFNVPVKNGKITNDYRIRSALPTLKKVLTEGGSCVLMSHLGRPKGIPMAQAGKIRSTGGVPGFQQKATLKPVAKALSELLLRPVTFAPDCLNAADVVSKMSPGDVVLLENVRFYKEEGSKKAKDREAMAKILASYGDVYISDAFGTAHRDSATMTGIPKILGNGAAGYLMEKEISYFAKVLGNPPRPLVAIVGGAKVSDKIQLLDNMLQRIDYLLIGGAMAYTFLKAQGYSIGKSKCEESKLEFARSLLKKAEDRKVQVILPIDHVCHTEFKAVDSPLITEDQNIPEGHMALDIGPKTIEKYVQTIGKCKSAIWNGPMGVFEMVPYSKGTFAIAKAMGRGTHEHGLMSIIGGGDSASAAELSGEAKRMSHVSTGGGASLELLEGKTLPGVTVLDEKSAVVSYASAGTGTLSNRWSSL
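Recombinant glycosomal PGK reaction used 1,3-bisphosphoglycerate generated in-well by GAPDH (100nM final) in 100mM TEA pH 7.6, 5mM MgCl2, 0.01% Tween-20. After 60 minutes at room temperature, ATP was read by Kinase-Glo Plus luminescence end-point.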
GLS inh – glutaminase GLS (human) inhibition. O94925. GLS enzymatic activity, qHTS titration. Potency, µM (series often up to 45.5 µM), without a hit: at the top dose activity change, negative = inhibition, most hits filed as inhibitors. actives 0.21% (n = 410,000). AID 624170; also: potency is read from the fitted curve at half-maximal effect; % is scaled to controls: 0 for no effect and ±100 for the full control effect
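hKGA; 45 mM KH2PO4 pH 8.2 + 0.02% Tween-20; cpd via pin tool; 1 mM Gln soln; GluOx/HRP/Amplex Red; RT 30 min; fluor. t0 & final.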
TrxR1 substrate – substrates of rat thioredoxin reductase 1 | O89049 | purified TrxR1 substrate turnover, NADPH consumption readout | Potency, µM (doses to about 114 µM), inactives show at the highest dose activity change, negative = substrate turnover | actives 0.01% (n = 390,000) | AID 588456; also: potency is read from the fitted curve at half-maximal effect; % is scaled to controls: 0 for no effect and ±100 for the full control effect; nearly all actives have a fitted effect of over 50% in size
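Rat TrxR1, dispensed at 90 nM, was prereduced with 400 uM NADPH (final) for 5 min at ~22 deg C, then incubated with compound 15 min before 400 uM selenite. A first-read NADPH fluorescence drop versus no-compound background flagged substrates.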
HP1b binding inh – blocks HP1-beta chromodomain binding to methylated histone tails | Potency, µM (top dose mostly 114 µM), without a hit: at the top dose activity change, negative = inhibition, most hits filed as inhibitors | P83916 | AlphaScreen HP1-beta / biotin-H3K9me3 peptide binding | actives 0.56% (n = 390,000); also: potency is read from the fitted curve at half-maximal effect; nearly all actives have a fitted effect of over 70% in size; inactives centre near 23
Target sequence (P83916 whole entry, looked up): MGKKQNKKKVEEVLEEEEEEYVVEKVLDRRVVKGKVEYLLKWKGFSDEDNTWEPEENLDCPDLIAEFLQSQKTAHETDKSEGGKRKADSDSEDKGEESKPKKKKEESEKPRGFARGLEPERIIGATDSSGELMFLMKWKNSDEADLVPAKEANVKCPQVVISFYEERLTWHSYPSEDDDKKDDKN
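HP1-beta protein (50 nM final) preincubated 30 min at room temperature with biotinylated H3(1-18)K9me3 peptide (50 nM) in PBS pH 7.4, 0.01% Tween-20, then compound added for 30 min. AlphaScreen streptavidin donor/nickel chelate acceptor beads (10 ug/mL final), 30 min dark, luminescence read.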
Pin1 inh – inhibitors of human Pin1 | actives 0.009% (n = 390,000) | Potency, µM (series often up to 115 µM), for inactives: top-dose activity, negative = inhibition, hits mostly inhibitors | AID 504891 | Pin1 FP peptide displacement, HiFluor488, 10 min; active = well fitted inhibition curve with a large enough effect in the polarisation, with a control signal flat, not every such curve was filed as active; inconclusive = small, poorly fitted or top-dose-only effect, or effect the other way, or a change in a side signal; inactive = no such curve, though single readings can be large or run the other way; the % refers to the polarisation; also: potency is read from the fitted curve at half-maximal effect; % is scaled to controls: 0 for no effect and ±100 for the full control effect
Target sequence (Q13526 whole entry, looked up): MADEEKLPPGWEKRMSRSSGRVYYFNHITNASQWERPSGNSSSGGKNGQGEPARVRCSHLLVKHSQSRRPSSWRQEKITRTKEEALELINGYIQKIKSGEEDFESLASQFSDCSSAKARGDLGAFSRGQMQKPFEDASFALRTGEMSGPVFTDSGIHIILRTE
* = called active by the depositor; i = inactive; u = inconclusive; x = not tested or not shown; & = joins results of further samples; [ ] = another dose, or the depositor's remark. Unless noted, calls follow the shape of the dose curve; as a rule, active = well fitted curve in the direction sought with a large enough effect; inconclusive = small, poorly fitted or top-dose-only effect, or another doubt; inactive = no such curve, though single readings can be large; an effect the other way counts as inactive or inconclusive. An excerpt; count on the stated rates, not on these rows.

SMILES	mIDH1 inhibitor	PI4K2A block	rTrxR1 inhibitor	USP1 inh	Tb PGK inh	GLS inh	TrxR1 substrate	HP1b binding inh	Pin1 inh
Cc1ccc2nc(/C(C#N)=C\c3cc(O)ccc3[N+](=O)[O-])[nH]c2c1	6.1%	-1.6	12.9%[57.1 µM]	-15.3%	i	8.0%	-2.4%[57.1 µM]	-19.1%	-0.1%
CCC1CCCCN1CCCNC(=O)c1ccc2c(c1)c(C)c(C)n2CC (centres undefined)	1.3%&-11.8%	-11.9&-1.0	5.7%	u	-3.5%	3.5%&2.4%	5.0%	-13.7%&4.2%	2.5%&6.0%
C=CCNc1cc(C)oc(=O)c1C(=O)CCC	1.9%	-8.7	5.4%	-8.0%	x	-5.0%	-8.7%	23.4%	-0.1%
CC(=O)/C(C#N)=C1\NC(=O)C(Cc2ccccc2Cl)S1 (centres undefined)	0.3%	0.8	-21.7%	-3.3%	-11.8%	44.4%[activator]	-5.8%	22.4%	-6.5%
Cc1csc(NC(=O)C2CCCN(S(=O)(=O)c3cccnc3)C2)n1 (centres undefined)	-7.7%	-2.7	13.5%	-21.2%	4.3%	17.0%	-1.2%	44.7%[activator]	-6.8%
CC(=O)c1ccc(NC(=O)c2sc(-n3nc(C)c(CCC(C)C)c3C)nc2C)cc1	-4.6%	-2.6	8.6%	6.4%	i	1.9%	-3.5%	44.2%[activator]	7.4%
COc1ccc(OCC(O)CNC(=O)Nc2ccccc2)cc1 (centres undefined)	-7.0%	0.3	10.0%	-24.2%	-5.7%	0.1%	-0.2%	34.7%	10.0%
COc1ccc(CCNC(=O)CCCn2c(=O)c3cccn3c3cccnc32)cc1OC	-2.1%	-2.2	2.5%	-5.0%	i	-2.1%	-3.7%	49.4%[activator]	0.5%
CCNC(=O)C(=O)N/N=C/c1cc([N+](=O)[O-])ccc1O	8.4%	1.7	5.4%[57.1 µM]	-18.4%	1.1%	-5.7%	4.6%[57.1 µM]	37.1%	-12.2%
CN1CCN(C2=C(NS(=O)(=O)c3cccs3)C(=O)c3ccccc3C2=O)CC1	28.1%	-4.9	-10.4%	u	-0.3%	-11.1%	-1.8%	-14.1%	-2.1%

Ordered by value in rTrxR1 inhibitor (low to high): 3 of the compounds above
Compound	rTrxR1 inhibitor
COc1ccc(CCNC(=O)CCCn2c(=O)c3cccn3c3cccnc32)cc1OC	2.5%
C=CCNc1cc(C)oc(=O)c1C(=O)CCC	5.4%
CC(=O)c1ccc(NC(=O)c2sc(-n3nc(C)c(CCC(C)C)c3C)nc2C)cc1	8.6%

Later entries
SMILES	mIDH1 inhibitor	PI4K2A block	rTrxR1 inhibitor	USP1 inh	Tb PGK inh	GLS inh	TrxR1 substrate	HP1b binding inh	Pin1 inh
CCOc1[nH]n(-c2ccccc2)c(=O)c1C=NCc1ccncc1	-3.0%	1.1	5.8%	-15.5%	0.9%	2.8%	2.0%	25.6%	-1.2%
Cc1cc(C)c(NS(=O)(=O)c2ccc(-c3cnc(C4CC4)o3)cc2)c(C)c1	0.2%	0.1	6.0%[57.1 µM]	-7.9%	-6.6%	-13.3%	-3.6%[57.1 µM]	-0.8%	-4.5%
CCN(c1ccc(Cl)cc1)S(=O)(=O)c1nnc(NC(=O)C2CCCCC2)s1	-15.9%	4.5	59.7%[activator]	1.2%	i	-13.0%	8.4%	70.3%[activator]	-2.2%
O=C(c1cccc(F)c1)N1CCN(Cc2ccc3c(c2)OCO3)CC1	7.6%	-1.3	12.5%[57.1 µM]	-12.9%	-9.0%	4.3%	8.1%[57.1 µM]	u	-1.7%
O=C1/C(=C/c2ccc3c(c2)OCO3)CCC/C1=C\c1ccc2c(c1)OCO2	1.6%	-0.3	-7.1%	-1.8%	-6.6%	10.1%	-8.7%	28.2µM*	29.2%
CCN1C(=O)CC(C(C)C)N(C2CCCC2)c2nc(Nc3ccc(C(=O)NC4CCN(C)CC4)cc3OC)ncc21 (centres undefined)	0.0%[38.3 µM]	-0.2	-5.0%	-13.9%	3.7%	18.8%	-3.3%	-8.5%	0.2%
O=C(O)CC(c1cccc2ccccc12)n1cccc1 (centres undefined)	6.7%	13.1	-10.6%[57.1 µM]	0.4%	5.1%	-10.8%	3.4%	13.6%	1.2%
CCS(=O)(=O)c1nc(S(=O)(=O)c2ccc(C)cc2)c(NCCCn2ccnc2)s1	0.6%	5.9	20.8%	-22.5%	-9.7%	2.5%	3.4%	16.0%	-0.4%
CCCCNC(=S)N(C)/N=C/c1ccccc1C(=O)O	0.9%	6.4	-18.3%	-8.4%	1.0%	5.5%	-13.7%	32.3%	1.2%
O=C(Nc1cc(S(=O)(=O)N2CCOCC2)ccc1N1CCOCC1)c1cccc(Cl)c1	-0.2%	0.8	x	-20.0%	-10.2%	4.9%	x	x	x
COc1ccc(NC(=O)CCNS(=O)(=O)c2ccc(Br)s2)cc1	-1.6%	-2.0	10.1%	-28.1%	-5.0%	18.2%	5.4%	6.7%	-5.9%
CCSC1=NCCN1C(=O)c1ccc(S(=O)(=O)N(CC)CC)cc1	-7.1%	3.8	13.3%[57.1 µM]	-13.3%	0.1%	7.2%	-2.5%[57.1 µM]	1.3%	-4.3%
CCOc1cc(C)c(C(C)C)cc1S(=O)(=O)n1ccc(C)n1	7.8%	5.3	22.8%[57.1 µM]	-23.6%	-3.7%	2.2%	-1.3%[57.1 µM]	72.9%[activator]	-5.4%
Cc1ccc(NC(=S)NC(=O)Cc2ccccc2)c(O)c1	0.3%	-11.0	11.6%[57.1 µM]	-15.4%	-7.8%	u	2.6%	6.8%	-3.7%
CCOc1cc(/C=C/c2nc3cc(C)c(C)cc3s2)ccc1OCC(=O)N1CCOCC1	3.1%	-3.0	-12.2%	-13.2%	-5.0%	9.4%	117.3%[activator]	11.0%	1.9%
C=CCc1cc(C)ccc1OCCOCCn1ccnc1	5.6%	-1.8	9.5%[57.1 µM]	-8.5%	-9.1%	95.7%[activator]	11.8%[57.1 µM]	28.2µM*	u
CS(=O)(=O)N1CCc2cc(C(=O)Nc3ccc(Br)cc3)ccc21	9.7%	-2.0	13.8%	-9.2%	-8.1%	-1.0%	-1.9%	26.3%	-1.4%
Cc1ccc2nc(NC(=O)C3CCCN(S(=O)(=O)c4cccc5nsnc45)C3)sc2c1 (centres undefined)	-6.5%	1.8	2.9%	-24.4%	8.3%	-0.4%	-3.7%	-3.1%	u
CCSc1nnc(NC(=O)c2cccc(S(=O)(=O)N(C)c3ccc(C)cc3)c2)s1	-10.1%	5.0	-33.0%	-14.0%	-4.4%	6.7%	-2.8%	22.2%	7.7%
O=C(Nc1ccccc1C(F)(F)F)c1cccnc1	0.2%	1.2	5.3%[57.1 µM]	-11.9%	-7.3%	-6.4%	6.4%[57.1 µM]	44.0%[activator]	-6.5%
CCCC(=O)Nc1ccc(-c2nc3cc(C)c(C)cc3o2)cc1	3.4%	6.3	7.0%[57.1 µM]	-11.7%	1.6%	1.0%	22.3%[57.1 µM]	9.3%	2.8%
Cc1cccc(OCC(=O)Nc2nc(-c3ccncc3)cs2)c1	-6.4%	-1.4	17.9%	-19.6%	4.5%	-2.0%	-2.0%	36.3%	7.0%
Clc1ccc(-n2nnc(-c3cccnc3Cl)n2)cn1	-6.9%	-4.4	u	-1.9%	1.2%	0.5%	-2.8%	72.8%[activator]	1.4%
Cc1ccc(-n2nc3c(c2NC(=O)c2ccco2)CS(=O)C3)cc1 (centres undefined)	11.1%	1.0	-27.1%	-22.2%	i	-2.1%	-7.2%	27.4%	1.6%
CCC1(c2ccc(F)cc2)NC(=O)N(CC(=O)NC2CC2)C1=O (centres undefined)	2.3%	-1.3	5.2%	-11.1%	-8.1%	7.7%	3.7%	12.1%	3.4%
Cn1c(SCC(N)=O)nnc1-c1cnccn1	0.3%	1.1	25.0%	-11.3%	-5.3%	-14.7%	-2.2%	36.0%	-1.7%
CCC(=O)c1ccc2ncccc2c1	-10.4%	-2.5	-24.4%	-15.0%	-1.7%	-6.3%	-18.5%	32.7%	0.5%
CN1CCN(C(=O)CN(C2CCCCC2)S(=O)(=O)c2ccc(Br)cc2)CC1	0.9%	10.3	-4.7%	-11.4%	3.5%	1.5%	-0.1%	11.4%	-12.2%
CCCN1C2CCCC1CC(NC(=O)c1ccc(Br)cc1)C2 (centres undefined)	3.8%	2.4	10.3%[57.1 µM]	-14.5%	-3.1%	6.7%	7.3%[57.1 µM]	15.0%	5.1%
CC(C)c1nnc(NC(=O)Cc2ccccc2[N+](=O)[O-])s1	1.0%	4.7	7.3%	3.8%	7.6%	7.5%	3.5%	9.1%	0.9%
N#CC1(NC(=O)CN2C(=O)NC(c3ccccc3)(c3ccccc3)C2=O)CCCC1	6.9%	1.3	11.6%	-14.6%	-2.6%	-0.2%	6.6%	23.1%	0.8%
O=C(O)c1ccc(CSc2nnc(-c3ccccc3)n2-c2ccccc2)cc1	-11.6%	-4.3	6.2%	1.2%	i	31.8%[activator]	-2.7%[0.0914 µM]	-0.1%	-0.1%
